MgcRacGAP inhibition: MgcRacGAP GTPase-activating activity inhibitors, confirmation, biochemical, ADP Hunter fluorescence; inhibition, % at 30 µM; hits with a dose series show IC50 in µM; MgcRacGAP-stimulated Rac1 GTP hydrolysis, ADP Hunter fluorescence; higher % means a stronger effect; GST-tagged Rac1 F28L mutant substrate; AID 624330; 0.6% of 340,000 active;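 active = first-screen hits whose inhibition reached a set limit at any dose in the follow-up dose series; inconclusive = inhibition above the set first-screen limit but never retested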;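 note: fluorescence reports GDP produced by GAP-driven GTP hydrolysis; strong numbers were not always called active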
UTI89 phage lysis: protection from phage-mediated lysis, alamar blue read-out – E. coli UTI89, K1F phage, bacterial capsule biogenesis inhibitors (AID 488966) | E. coli UTI89 K1F phage lysis, alamar blue, 2 h; higher % means a stronger effect | 0.02% of 340,000 active | one-dose inhibition, % at 100 µM; IC50 in µM for titrated hits;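 active = phage lysis inhibition, versus mean bacterial control, above a set limit; inconclusive = no clear call, values can overlap the other calls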;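 note: capsule biogenesis inhibitors block K1F phage lysis so surviving cells raise fluorescence; higher fluorescence means more inhibition of phage lysis; actives were called in the ten point dose series up to 300 µM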
Dengue-2 NS5 capping: Dengue-2 NS5 methyltransferase inhibitors, primary screen, biochemical, confirmation dose response (AID 588689); inhibition, % at 25 µM, or IC50 in µM where a hit was titrated; 0.3% of 340,000 active; Dengue-2 NS5 methyltransferase capping enzyme assay, biochemical; higher % means a stronger effect; in the data active = a potency from the dose series; inconclusive = inhibition above about 29% without an active follow-up result
Dengue-2 NS5 capping pilot replicate: also measured in Dengue-2 NS5 capping; calls as there; inhibition, %; measured here: pilot screen replicate inhibition
The depositor's hits bear a star; ? = inconclusive; [ ] = remark or other dose. A portion of the library, so the mix of outcomes need not match the whole.

SMILES	MgcRacGAP inhibition	UTI89 phage lysis	Dengue-2 NS5 capping	others
CCCc1nnn(S(=O)(=O)c2ccc([N+](=O)[O-])cc2)c1CCC	4%	2.2%	-2%
Fc1ccc(-c2ccc3c(c2)C2CC3CCN2Cc2ccc3c(c2)OCO3)cc1 (stereo not given)	5%	0.8%	-3%
CC(C)(C)S(=O)N1Cc2cn(Cc3ccccc3)c(=O)cc2[C@@H]1CCO (stereo not given in full)	5%	0.2%	-1%	Dengue-2 NS5 capping pilot replicate=0.3
CCOC(=O)C1=C(C)c2ccccc2OC1C(=O)OCC (stereo not given)	6%	0.2%	-1%	Dengue-2 NS5 capping pilot replicate=0.3
COc1ccc(N2CCN(Cc3nc4c(c(=O)n(C)c(=O)n4C)n3Cc3ccccc3C)CC2)cc1	0%	0.1%	0%
CCCN(C(=O)Cc1coc2cc(OC)ccc12)C1CCS(=O)(=O)C1 (stereo not given)	6%	0.4%[50 µM]	-5%
O=C(Nc1cc(S(=O)(=O)N2CCOCC2)ccc1N1CCOCC1)c1ccccc1Cl	6%	1.8%	6%
Nc1ccc(CSc2ccc(Cl)cc2)c(Cl)c1	-3%	0.0%	2%
O=C(Nc1cccc([N+](=O)[O-])c1)N(c1ccccc1)c1ccccc1	7%	-1.1%	-7%
CCOC(=O)c1cc2c(c(CCO)n1)[C@@H](CCO)N(S(=O)C(C)(C)C)C2 (stereo not given in full)	6%	0.0%	1%	Dengue-2 NS5 capping pilot replicate=-0.9
CCOC(=O)C1CCN(C(=O)c2ccc3c(c2)OCCO3)CC1	3%	0.3%[50 µM]	-3%
Cc1cc(C)cc(-c2nnc(SCC(=O)c3c(N)n(C4CC4)c(=O)[nH]c3=O)o2)c1	8%	1.2%[50 µM]	-4%
COc1ccc(NC(=O)CN2C(=O)NC3(CCCCCCC3)C2=O)cc1	8%	1.1%[50 µM]	1%
CCOC(=O)C1=CN(CC)S(=O)(=O)NC1c1ccc(F)c(Cl)c1 (stereo not given)	0%	0.4%	-2%	Dengue-2 NS5 capping pilot replicate=-2.7
O=C(Cc1cccc(NC(=O)C2CCCN(C(=O)CCc3ccccc3)C2)c1)Nc1ccc(C(=O)N2CCCCC2)cc1 (stereo not given)	4%	-0.1%	-8%	Dengue-2 NS5 capping pilot replicate=-4.8
O=S(OCCN1CCOCC1)C(c1ccccc1)c1ccccc1 (stereo not given)	-1%	0.9%	-3%
CC(=O)Nc1sc(C)c(C)c1C(=O)OCC(=O)Nc1cccc(C)c1	4%	0.2%[50 µM]	-2%
CC(=O)Nc1ccc2c(c1)C(=O)c1ccc(Cl)cc1-2	-2%	-2.0%	6%
CC(C)(C)OC(=O)C[C@H]1C/C=C\C[C@H](CC(=O)NCCO)C(=O)NC[C@H](c2ccccc2)OC1=O	8%	0.2%	-2%
C[C@@H]1CN([C@@H](C)CO)C(=O)Cc2cc(NC(=O)Nc3ccc4c(c3)OCO4)ccc2O[C@@H]1CN(C)C(=O)NC1CCCCC1	3%	0.1%	-6%	Dengue-2 NS5 capping pilot replicate=-13
CN(c1ccccc1)S(=O)(=O)c1cccc(NC(=O)C2=NN(c3ccccc3)C(=O)CC2)c1	3%	0.5%[50 µM]	1%
O=c1oc(CCCO)cc2ccccc12	2%	4.0%	-13%
COc1ccc(-c2nn(-c3ccccc3)cc2CNC[C@H]2O[C@@H](n3cnc(C(N)=O)n3)[C@H](O)[C@@H]2O)cc1	-22%	0.4%	-15%	Dengue-2 NS5 capping pilot replicate=-5.4
CC(CN1CCN(CC(C)C(=O)c2ccccc2)CC1)C(=O)c1ccccc1 (stereo not given)	4%	-0.9%	-3%
COc1ccc(CCNC(=O)COC(=O)c2cccs2)cc1	-1%	0.6%[50 µM]	0%
C[C@H](CO)N1C[C@H](C)[C@H](CN(C)S(=O)(=O)c2cccs2)Oc2ccc(NC(=O)Nc3ccc4c(c3)OCO4)cc2CC1=O	2%	0.4%	-13%
O=C(C[C@H]1C/C=C\C[C@H](NC(=O)OCC2c3ccccc3-c3ccccc32)C(=O)OC[C@H](Cc2ccccc2)NC1=O)N[C@H](CO)Cc1ccccc1	4%	-0.7%	0%
CCOC(Cn1cc([N+](=O)[O-])c(=O)[nH]c1=O)OCC	11%	-3.3%	2%
Nc1nc(-c2ccccc2)c(CCCOc2ccc([N+](=O)[O-])cc2)c(=O)[nH]1	-1%	-0.6%	-10%
CCOc1ccc(-c2nnc3ccc(SCC(=O)N4CCN(c5ccccc5)CC4)nn23)cc1	6%	0.0%	0%

Next part, overlapping the part above by 3 compounds.
SMILES	MgcRacGAP inhibition	UTI89 phage lysis	Dengue-2 NS5 capping	others
CCOC(Cn1cc([N+](=O)[O-])c(=O)[nH]c1=O)OCC	11%	-3.3%	2%
Nc1nc(-c2ccccc2)c(CCCOc2ccc([N+](=O)[O-])cc2)c(=O)[nH]1	-1%	-0.6%	-10%
CCOc1ccc(-c2nnc3ccc(SCC(=O)N4CCN(c5ccccc5)CC4)nn23)cc1	6%	0.0%	0%
CC(C)(C)c1ccc2c(c1)C(c1ccc3c(c1)OCO3)CC(=O)O2 (stereo not given)	6%	-0.2%	6%
CC(=O)Nc1c(C)ccc([N+](=O)[O-])c1C	6%	-0.7%	-11%
CC1CCCCC12NC(=O)N(CC(=O)Nc1ccccc1F)C2=O (stereo not given)	3%	1.7%[50 µM]	-3%
Cc1cc(C)c(NS(=O)(=O)c2ccccc2)c(C)c1NS(=O)(=O)c1ccccc1	0%	2.2%	0%
CC(=O)C[C@H](O)CC(=O)[C@H]1OC(=O)CCCCCCc2ccccc21	3%	0.3%	-3%	Dengue-2 NS5 capping pilot replicate=1.8
CN(C)CCCNC(=O)C[C@H]1C[C@H](C(=O)N2CCOCC2)[C@@]2(CCC3CCCC3)c3[nH]c4cc(CCC(=O)N(C)C)ccc4c3CCN2C1=O	9%	-0.3%	-10%	Dengue-2 NS5 capping pilot replicate=-0.6
C[C@H](CO)N1C[C@H](C)[C@@H](CN(C)S(=O)(=O)c2cccs2)Oc2c(NC(=O)Cc3ccccc3)cccc2C1=O	7%	0.8%	-6%
Cn1nc(C(=O)Nc2cccc(S(=O)(=O)N3CCCCC3)c2)c2ccccc2c1=O	4%	0.1%[50 µM]	-1%
COC(=O)[C@H](Cc1ccc(O)cc1)NCCCn1cnc(C(=O)Nc2ccc(C)c(C)c2)n1	17%	0.0%	0%	Dengue-2 NS5 capping pilot replicate=-2.4
CCCCNc1cccc2c1S(=O)(=O)N(CCCC)CC(COCc1ccccc1)O2 (stereo not given)	9%	0.3%	-5%	Dengue-2 NS5 capping pilot replicate=-4.9
C[C@H](CO)N1C[C@H](C)[C@@H](CN(C)S(=O)(=O)c2ccccc2)Oc2ccc(NC(=O)Nc3ccc4c(c3)OCO4)cc2C1=O	3%	-0.3%	-7%
Cc1ccc(C(C)C)cc1OCC(=O)NCCCn1ccnc1	7%	1.1%	-11%
COc1ccc(C(=Cc2ccccc2[N+](=O)[O-])C(=O)O)cc1	4%	-0.1%	-6%
COc1ccc(C(=O)COC(=O)c2sc(C)nc2C)cc1F	-12%	1.6%	-2%
CC1CCCCC1NC(=O)COC(=O)c1c2c(nc3ccccc13)/C(=C\c1ccco1)CC2 (stereo not given)	15%	-0.4%	10%
Nc1ccc(CSc2ccccc2)cc1	3%	-0.1%	0%
COC(=O)C1(NC(=O)CNC(=O)OCc2ccccc2)CCCC1	6%	1.6%	-3%
Cc1nc(SCc2nc3ccccc3[nH]2)c2oc3cc(Br)ccc3c2n1	4%	4.5%	?
CCCc1cc(=O)[nH]c(SCC(=O)Nc2cc(S(=O)(=O)N3CCOCC3)ccc2N(CC)CC)n1	-5%	-1.3%	6%
CCN1C(=O)[C@H]2[C@H]3CN=C(SC)N3[C@@](CC)(C(=O)OC)[C@H]2C1=O	-9%	-0.1%	0%	Dengue-2 NS5 capping pilot replicate=-0.6
CSc1ncccc1C(=O)OCC(=O)Nc1ccc(Cl)cn1	1%	0.6%[50 µM]	-5%
Cc1cccc(N2CCN(C(=O)c3ccc(S(=O)(=O)N(C)c4ccccc4)cc3)CC2)c1C	-5%	2.2%	5%
Cc1ccc(C(=O)NCC(c2ccc(F)cc2)N2CCOCC2)s1 (stereo not given)	3%	-0.7%	0%
O=C(Cc1cccc(NC(=O)C2CCCN(C(=O)C3CC3)C2)c1)Nc1ccc(C(=O)N2CCOCC2)cc1 (stereo not given)	11%	0.3%	-7%	Dengue-2 NS5 capping pilot replicate=-0.9
[O-][n+]1cccc2cccc(O)c21	3%	0.3%	5%
CN(Cc1ccccc1)C(=O)c1ccc(NC(=O)Cc2ccc(NC(=O)C3CCCN(C(=O)c4ccccc4)C3)cc2)cc1 (stereo not given)	11%	0.3%	-3%
Cc1cc(C)c(NC(=O)COC(=O)C23CC4CC(CC(O)(C4)C2)C3)c(Cl)c1	0%	-0.2%	1%
COc1cc(OC)cc(-c2c(-c3cccs3)c3cc(-c4ccc(C(N)=O)cc4)ccc3n2C)c1	8%	1.0%	0%
O=C(c1ccc(Cl)s1)N1CCN(S(=O)(=O)c2ccc(Cl)cc2)CC1	0%	-0.9%	-5%
CN1CCC[C@@H]1CCNC(=O)c1cccc2c1C(=O)c1ccc(N3CCCC3)cc1S2(=O)=O	10%	0.1%	10%
O=[N+]([O-])c1cc(-c2cccnc2)n[nH]1	-1%	1.2%	4%
CC1CCN(C(=O)COC(=O)c2ccccc2C(=O)c2ccccc2)CC1	3%	-0.7%	3%
Cc1ccc(S(=O)(=O)N2CCOCC2)cc1NC(=O)CN1C(=O)NC2(CCCC2)C1=O	0%	-1.1%	2%
O=C(CN1C(=O)NC2(CCCCCC2)C1=O)Nc1ccc(Cl)c([N+](=O)[O-])c1	-2%	0.2%[50 µM]	-3%
C#CCOCCOCCOCCNc1nc(N2CCN(C(=O)[C@H]([C@@H](C)CC)n3cc(CCC(=O)O)nn3)CC2)nc(N2CCN(C(=O)[C@H](Cc3ccc(O)cc3)n3cc(CCO)nn3)CC2)n1	5%	4.0%	-10%
CN(C(=O)c1cc(Cl)c2c(c1)OCCO2)c1c(N)n(Cc2ccccc2)c(=O)[nH]c1=O	10%	0.5%[50 µM]	0%
CC(=O)c1ccc(NC(=O)CSc2nc3[nH]c(=O)cc(O)c3s2)cc1	7%	0.2%	0%
O=C1CCC(C2CCc3cc(O)ccc3C2)C1 (stereo not given)	70µM*	-0.4%	6%
CSc1ncccc1C(=O)OCC(=O)NCCCc1ccccc1	4%	0.3%[50 µM]	-8%
Oc1cc(-c2ccncc2)cc2cccnc12	14%	-11%	2%
Cc1ccccc1NC(=O)COC(=O)[C@@H]1CCCN1C(=O)c1cccs1	-2%	0.5%	-6%
O=P1(O)Cc2ccccc2-c2ccccc21	0%	1.0%	4%
OC(CSc1ccccc1)CN1CCN(c2cccc(Cl)c2)CC1 (stereo not given)	4%	-2.7%	-6%
O=C(Nc1cc(S(=O)(=O)N2CCOCC2)ccc1N1CCOCC1)c1ccccc1[N+](=O)[O-]	-6%	0.2%[50 µM]	-13%
COc1ccc(C(CNS(=O)(=O)c2ccc(NC(C)=O)c(OC)c2)N2CCCC2)cc1 (stereo not given)	2%	0.8%[50 µM]	1%
COc1ccc(Cl)c2sc(N(CCN(C)C)C(=O)C3=COCCO3)nc12	9%	-1.0%	-8%
O=C(c1cc(C2CC2)nn1-c1ccccc1)N1CCN(c2ccccc2O)CC1	6%	-0.3%[50 µM]	-6%
CSC1SCC2C(=O)N(C)C(C(C)C)C(=O)OCC(NC(=O)c3cnc4ccccc4n3)C(=O)NC(C)C(=O)N(C)C1C(=O)N(C)C(C(C)C)C(=O)OCC(NC(=O)c1cnc3ccccc3n1)C(=O)NC(C)C(=O)N2C (stereo not given)	20%	2.6%	0%
CC(=O)Nc1ccc2c(c1)C(=Nc1ccc(C)cc1)c1ccccc1-2	8%	0.4%	-1%
CN(C)CC1CC/C(=C\c2ccc(O)cc2)C1=O (stereo not given)	?	-9.5%	-51%
c1cc(-c2cc3cc4c(cc3cn2)OCO4)cs1	7%	3.2%	-2%
CNC[C@@H]1Oc2ccc(NC(=O)Nc3c(C)noc3C)cc2CC(=O)N([C@H](C)CO)C[C@H]1C	10%	2.0%	-4%
O=S(=O)(CCN1CCCCC1)CCS(=O)(=O)CCN1CCCCC1	-11%	0.8%	4%
CCOC(=O)C1(C(=O)OCC)NC(=O)CC1CC (stereo not given)	-1%	2.3%	-1%
CC(CNC(=O)Cn1cnc2c(OCc3ccccc3)ncnc21)c1ccccc1 (stereo not given)	8%	0.1%	-7%	Dengue-2 NS5 capping pilot replicate=3.9

Retrieved by compound from the list above:
SMILES	MgcRacGAP inhibition	UTI89 phage lysis	Dengue-2 NS5 capping	others
CNC[C@@H]1Oc2ccc(NC(=O)Nc3c(C)noc3C)cc2CC(=O)N([C@H](C)CO)C[C@H]1C	10%	2.0%	-4%
CN(C)CC1CC/C(=C\c2ccc(O)cc2)C1=O (stereo not given)	?	-9.5%	-51%
CC(CNC(=O)Cn1cnc2c(OCc3ccccc3)ncnc21)c1ccccc1 (stereo not given)	8%	0.1%	-7%	Dengue-2 NS5 capping pilot replicate=3.9
